MEKK2 mut-MEK5: signal of MEK5 binding to mutant human MEKK2 PB1 domain. 290,000 tested, 0.35% active. bead flow cytometry, Alexa488-MEK5 binding to MEKK2 mutant. AID 1530. percent response, % at 10 µM; in the data active = percent response above about 24%, passing the limit was not always enough; note: inactives centre near 1; some results filed as inactive read as strong as hits; reference of the scale not given here
NALP1 inh: NALP1 inhibition | inhibition, % at 10 µM | S. cerevisiae NALP1/ASC/caspase-1 growth, X-gal OD620, 72 h | 280,000 tested, 0.61% active; in the data active = inhibition mostly above about 24%, no sharp cut-off; inactive = mostly below about 32%; note: some compounds called inactive have numbers as strong as hits
GPR7 antagonist: antagonists of human GPR7 (neuropeptides B/W receptor 1) | P48145 | GPR7-expressing cells, fluorescence antagonist assay | inhibition, % at 4.4 µM | 290,000 tested, 1.1% active; in the data active = inhibition above about 16%, passing the limit was not always enough;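 note: cells stimulated with the agonist NPW; 0% = agonist with vehicle and 100% = vehicle without agonist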
GalR3 antagonist: antagonists of human GalR3; inhibition, % at 3 µM; HEK293 GalR3-CNG cAMP membrane potential fluorescence; galR3 body fused to GalR1 C-terminus; AID 651719; 360,000 tested, 0.44% active;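 active = inhibition above the screen-wide average plus 3 SD, cut at about 13% in these data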;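 note: forskolin and galanin both at EC90 stimulate the cells; cAMP rise reported by CNG channel membrane potential dye signal; 0% = forskolin plus galanin with DMSO and 100% = forskolin alone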
PHOSPHO1 block: blocks human PHOSPHO1 phosphatase activity; inhibition, % at 13.3 µM; recombinant PHOSPHO1, absorbance phosphatase assay; Q8TCT1; 290,000 tested, 1.1% active; in the data active = inhibition above about 60%
OXTR agonist: human OXTR agonism; P30559; CHO-OTR cells, Fluo-8 calcium fluorescence; normalized: DMSO 0%, oxytocin 100%; activation, % at 3 µM; 320,000 tested, 0.32% active;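 active = activation above the mean of all tested compounds plus 3 SD, cutoff set per screening run, cut at about 20% in these data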;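 note: peak over basal fluorescence ratio from a 100 s FLIPR kinetic read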
Target sequence (P30559 whole entry, looked up): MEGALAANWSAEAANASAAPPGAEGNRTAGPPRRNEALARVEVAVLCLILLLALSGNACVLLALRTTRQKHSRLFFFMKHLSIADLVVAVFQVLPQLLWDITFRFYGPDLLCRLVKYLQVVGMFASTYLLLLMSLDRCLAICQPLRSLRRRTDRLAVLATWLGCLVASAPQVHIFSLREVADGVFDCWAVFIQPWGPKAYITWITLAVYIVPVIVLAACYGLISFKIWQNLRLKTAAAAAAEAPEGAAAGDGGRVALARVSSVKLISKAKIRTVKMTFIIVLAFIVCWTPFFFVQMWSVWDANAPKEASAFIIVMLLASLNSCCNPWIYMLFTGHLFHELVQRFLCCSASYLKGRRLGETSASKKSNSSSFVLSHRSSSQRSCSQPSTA
MEKK3 PB1 HTS: modulators (inhibitors or enhancers) of MEK5 binding to human MEKK3 PB1 domain; Q99759; bead-based flow cytometry, Alexa488-MEK5 binding to MEKK3; actives lie on both sides; 0 = blocked by unlabeled MEK5, 100 = vehicle; binding response (% of control), % at 10 µM; 290,000 tested, 1.4% active;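 active = binding response more than 3 SD above or below the average of its plate-row segment, actives on both sides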;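 note: Alexa488 bead fluorescence after subtracting the streptavidin-only scavenger bead signal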
Target sequence (Q99759 whole entry, looked up, the tested form may be a part): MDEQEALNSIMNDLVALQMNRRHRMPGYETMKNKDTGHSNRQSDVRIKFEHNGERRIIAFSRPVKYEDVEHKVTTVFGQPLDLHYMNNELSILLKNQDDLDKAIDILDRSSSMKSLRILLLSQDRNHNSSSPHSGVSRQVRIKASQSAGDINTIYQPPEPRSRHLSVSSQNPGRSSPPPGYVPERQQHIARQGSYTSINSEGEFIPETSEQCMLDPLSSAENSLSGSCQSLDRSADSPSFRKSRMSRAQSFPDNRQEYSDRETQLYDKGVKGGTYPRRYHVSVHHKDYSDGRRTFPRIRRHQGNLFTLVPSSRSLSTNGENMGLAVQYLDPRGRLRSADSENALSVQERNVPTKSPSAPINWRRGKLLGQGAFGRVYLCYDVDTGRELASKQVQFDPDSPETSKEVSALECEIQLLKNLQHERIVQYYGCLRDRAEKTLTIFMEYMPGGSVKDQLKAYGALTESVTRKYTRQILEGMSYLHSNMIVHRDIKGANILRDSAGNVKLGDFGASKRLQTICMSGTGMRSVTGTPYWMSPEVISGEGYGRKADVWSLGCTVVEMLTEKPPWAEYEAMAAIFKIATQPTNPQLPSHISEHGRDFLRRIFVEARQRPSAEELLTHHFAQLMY
V1aR counter: activates human V1a receptor in oxytocin agonist counter-screen. 320,000 tested, 0.25% active. P37288. activation, % at 3 µM. AID 2797. CHO-V1R cells, Fluo-8 calcium fluorescence, agonist mode; 0% DMSO, 100% 3 nM vasopressin;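 active = activation above the mean activation of all tested compounds plus 3 SD, per screening run, cut at about 20% in these data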;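 note: signal is peak over basal fluorescence ratio across a 100 second FLIPR read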
MEKK2 WT-MEK5: raises or lowers MEK5 binding to wildtype human MEKK2 PB1 domain; Q9Y2U5; bead flow cytometry, Alexa488-MEK5 binding to MEKK2 WT; actives lie on both sides; binding response (% of control), % at 10 µM; 290,000 tested, 1.1% active; AID 1531; in the data active = binding response below about 67% or above about 130%
Numbers without * were called inactive; / = not tested or not shown.

SMILES	MEKK2 mut-MEK5	NALP1 inh	GPR7 antagonist	GalR3 antagonist	PHOSPHO1 block	OXTR agonist	MEKK3 PB1 HTS	V1aR counter	MEKK2 WT-MEK5
COc1ccc2[nH]c(=O)c(CN(CCO)S(=O)(=O)c3ccc(C)cc3)cc2c1	-9	5	-3	-7	37	-0.6	98	-1.2	93
Cc1cc(C)cc(NC(=O)CSc2nc3c(oc4ccccc43)c(=O)n2-c2ccccc2)c1	0	15	-5	5	-3	-1.7	124	1.0	98
C=CCn1c(CCSCc2ccccc2)n[nH]c1=S	3	-12	-9	-5	-41	0.6	100	0.1	104
c1coc(C2OCC3(CO2)COC(c2ccco2)OC3)c1 (configuration not stated)	-21	/	-18	-7	56	-0.5	87	1.1	89
CCn1c(=O)cc(OCC(=O)Nc2ccc(C)cn2)c2ccccc21	2	1	-7	-6	0	-0.5	104	-1.0	100
CC(C)(C)n1nnnc1C(c1cccs1)N1CCN(Cc2ccccc2)CC1 (configuration not stated)	-4	6	-3	-1	11	-0.5	93	-1.5	94
COc1ccc(-c2[nH]ncc2[C@@H]2C[C@H]3CN(Cc4ccccc4C)C(=O)[C@]34CCCN24)cc1	-2	2	11	-2	-10	8.2	98	3.6	92
CS(=O)(=O)N(CC(=O)NCc1ccccc1)C1CCCCC1	3	-11	-19	-4	-2	0.2	103	-0.1	105
Cc1nc(N2CCN(Cc3ccccc3)CC2)nc2c1CCC2	-3	11	-4	2	34	-1.6	108	-0.5	96
COCCN=C1N[C@@H](c2ccc(Br)cc2)C(C(=O)OC)=C(C)N1Cc1ccccc1	21	34	49*	-9	-182	13	103	6.3	115
CC(=O)Nc1ccc(S(=O)(=O)NC2(C(F)(F)F)N=C(c3ccccc3)NC2=O)cc1 (configuration not stated)	0	24	-6	-5	36	0.5	99	1.0	97
COc1ccc(-c2nc(=S)n3ccsc3n2)cc1OC	0	-12	6	-1	47	-2.4	101	-0.2	102
C=CCN(C(=O)c1ccc(Cl)cc1)c1ccccc1C(=O)NCC(=O)O	-4	-6	-18	-6	20	-0.4	100	-0.5	102
COCCn1c(SCC(=O)c2ccccc2)nc2c(c1=O)SC(C)C2 (configuration not stated)	-2	25	-8	0	13	-1.5	108	-0.8	109
CCOc1ccccc1NC(=O)CSc1nc2ccccc2c(=O)n1CC1CCCO1 (configuration not stated)	-3	20	6	-4	32	-1.6	98	-0.7	97
CC1CCN(S(=O)(=O)c2ccc3c(c2)C(=NO)c2cc(S(=O)(=O)N4CCC(C)CC4)ccc2-3)CC1	4	0	-9	0	0	0.2	94	0.7	91
Cc1ccc2c(c1)C(=O)C(=O)N2CCOc1ccccc1	-12	9	33*	-2	33	-2.3	78	-1.7	80
COc1cc2c(cc1OC)CN(C(=O)c1sccc1C)CC2	-2	-7	-15	-5	20	0.2	100	-0.9	98
CCc1ccc2c(c1)c1nnc(NN)nc1n2C	8	12	2	-3	-2	-1.9	102	-1.2	106
COc1cccc(CNC(=O)C(=O)NCCc2ccc(OC)c(OC)c2)c1	-3	-6	-5	5	2	-1.3	87	0.3	88
O=C(NCCN1CCCC1)c1ccc(Cn2c(=S)[nH]c3cc4c(cc3c2=O)OCO4)cc1	7	9	-3	-4	71*	0.5	97	-0.2	115
COc1ccc(S(=O)(=O)N2CCN(C(=S)Nc3ccc(S(N)(=O)=O)cc3)CC2)cc1	1	5	-10	-3	23	0.0	100	1.5	100
Cc1ccc(S(=O)(=O)N2CCN(Cc3ccccn3)CC2)cc1	3	5	-1	-2	52	-0.2	108	-1.0	106
COc1cc(NC(=O)c2ncn[nH]2)cc(OC)c1OC	3	16	-10	1	15	/	96	/	97
NS(=O)(=O)c1ccc(CCNC(=O)c2ccc([N+](=O)[O-])s2)cc1	-9	12	11	-10	28	-0.3	94	1.5	89
O=C(c1ccc(Cl)cc1)c1oc2ccccc2c1CS(=O)(=O)c1ccccc1	0	16	-5	-5	51	-1.7	104	-0.4	94
O=C(C1CC1)N1CCN(c2ccc(F)cc2)CC1	2	14	-4	-3	-2	0.3	97	5.2	106
COCCNCc1ccccc1	7	-2	-6	-5	-9	1.1	106	0.4	103
Cc1ccc(NC(=O)CCC(=O)N/N=C/c2cccnc2)cc1	-1	6	2	-6	12	-0.9	100	0.7	100
O=C(Nc1ccc(O)cc1)c1cc(S(=O)(=O)N2CCCC2)ccc1Cl	1	14	-5	-4	10	0.9	104	2.1	101
Cc1ccc(Sc2cc(C(=O)NCCN(C)C)c3ccccc3n2)cc1	14	8	13	-8	11	2.5	103	0.6	120
Cc1ccc(-c2csc(N=C(N)N)n2)c(C)c1	-3	24	-10	-3	32	-0.4	73	3.2	102
Cc1cccc(N2CCN(C(=O)C3CCN(S(=O)(=O)c4cccc5cccnc45)CC3)CC2C)c1 (configuration not stated)	/	-1	/	6	9	0.6	/	4.2	/
CCOC(=O)c1cnc(SCC(=O)Nc2ccccc2C(=O)OC)nc1N	-4	-4	-7	-1	13	0.9	92	2.2	96
CCc1ccc2nc(N3CCN(C)CC3)c(C#N)cc2c1	3	6	-10	-5	3	-0.7	104	0.2	109
Cn1cc(C(=O)N2CCc3ccccc3C2)c(=O)c2cc(S(=O)(=O)N3CCCCC3)ccc21	-2	27	-13	/	-6	0.6	90	1.0	92
CC(C)(C)C(=O)N1CCCC1C(=O)O (configuration not stated)	-3	7	-11	-1	22	1.1	96	0.6	91
Cc1ccc(C(C)(C)C)c(OCCOCCN2CCCC2)c1	-1	35	9	-5	1	3.0	98	2.5	108
Cc1cc(NC(=O)c2noc3c2CCCCC3)no1	-14	-4	-8	/	2	0.3	80	0.1	82
C/C(=N/NC(=O)c1sc(NS(=O)(=O)c2ccc(C)cc2)nc1C)c1sc(N)nc1C	7	9	-7	-8	7	-0.3	106	0.6	99
CC(C)c1ccc(-c2csc(NC(=O)c3cccs3)c2C(=O)O)cc1	4	-7	-8	-3	-10	1.9	105	3.4	107
O=C(Nc1cccnc1)C1CC(c2ccc(Cl)c(Cl)c2)=NO1 (configuration not stated)	-10	44	16	-4	11	7.5	88	6.8	88
O=C1NC[C@H](c2ccccc2)N(CC2CCCCC2)C1=O	1	/	/	-3	34	0.8	105	0.1	95
O=C(Nc1nn[nH]n1)c1cccc([N+](=O)[O-])c1	-5	3	-5	0	-111	-0.6	105	-0.3	98
COc1cccc(CNC(=O)C2CCN(S(=O)(=O)c3cccc4nonc34)CC2)c1	-5	33	-16	0	27	2.1	101	2.7	93
CC(C)(C)n1nnnc1CN1CCN2CCCC2C1 (configuration not stated)	-4	27	-8	-1	-3	0.4	98	0.8	99
CCC(C)OC(=O)C1=C(C)NC(=O)CC1c1ccccc1OC (configuration not stated)	10	20	-9	-4	50	-2.7	107	-1.6	108
O=C(c1cccc2ccccc12)N1CCC(N2CCN(c3ccccc3)CC2)CC1	0	8	-8	-2	-39	-1.0	100	2.3	105

Compounds listed so far with fluorine:
SMILES	MEKK2 mut-MEK5	NALP1 inh	GPR7 antagonist	GalR3 antagonist	PHOSPHO1 block	OXTR agonist	MEKK3 PB1 HTS	V1aR counter	MEKK2 WT-MEK5
CC(=O)Nc1ccc(S(=O)(=O)NC2(C(F)(F)F)N=C(c3ccccc3)NC2=O)cc1 (configuration not stated)	0	24	-6	-5	36	0.5	99	1.0	97
O=C(C1CC1)N1CCN(c2ccc(F)cc2)CC1	2	14	-4	-3	-2	0.3	97	5.2	106

Following part
SMILES	MEKK2 mut-MEK5	NALP1 inh	GPR7 antagonist	GalR3 antagonist	PHOSPHO1 block	OXTR agonist	MEKK3 PB1 HTS	V1aR counter	MEKK2 WT-MEK5
O=C(NCc1cc(C(F)(F)F)cc(C(F)(F)F)c1)C1CC(c2c(Cl)cccc2Cl)=NO1 (configuration not stated)	3	-2	-14	-6	11	-1.4	100	2.8	105
O=C(CN1C(=O)c2cccc3cccc1c23)NCc1ccncc1	-4	15	-1	-6	2	0.1	93	0.8	91
CC(=O)c1ccc(NC(=O)CSc2nc3nc(C)cc(C)n3n2)cc1	0	18	-5	5	-1	0.6	98	0.3	97
Cc1cccc2c(=O)c(-c3ccc4c(c3)OCO4)c(NC(=O)c3ccco3)oc12	-4	13	-15	-7	18	-2.8	100	-1.2	102
CC(C)CCNC(=O)c1ccccc1NC(=O)C1=CSCCO1	2	14	-9	-4	48	-0.9	100	0.4	98
CCC(C)(C)NC(=O)CN(C(=O)c1snc(C(N)=O)c1N)c1ccc(OC)c(OC)c1	-8	11	4	-1	-12	0.1	93	-0.2	98
Cc1ccccc1-c1nnc(NC(=O)c2ccc(N3C(=O)CCC3=O)cc2)s1	-7	27	1	/	4	3.6	81	2.9	84
Cc1ccc(S(=O)(=O)n2ccc(-c3ccc(OCc4c(F)cccc4Cl)cc3)n2)cc1	2	-8	-10	-1	23	0.5	101	2.6	99
Cn1cc(CNC(=O)c2sc3cccc(Cl)c3c2Cl)cn1	11	11	-6	-2	29	0.1	131*	1.3	102
Cc1nc(N2C(=O)C(=O)/C(=C(/O)c3ccccc3)C2c2ccco2)sc1C (configuration not stated)	4	10	-13	-2	-9	-0.6	108	0.5	101
Cc1c(NC(=O)c2coc(=O)c(Br)c2)c(=O)n(-c2ccccc2)n1C	0	8	-15	-5	-70	-0.1	100	0.4	102
Cc1nc2ccccc2n(CC(=O)Nc2cc(Cl)cc(Cl)c2)c1=O	0	6	-7	-3	-7	4.0	111	2.9	110
COc1ccc(OC)c(NC(=O)CCNS(=O)(=O)c2ccc3c(c2)oc(=O)n3C)c1	-1	17	-9	10	16	-0.1	95	0.2	96
Cc1nc2nc(N)nn2c(C)c1C/C=C/c1ccccc1	0	-4	1	1	44	0.2	99	1.4	99
CC(C)=NNc1nc(-c2ccc(N3C(=O)CCC3=O)cc2)cs1	-6	29	-14	2	-99	-0.5	94	0.8	95
CCOc1cc2[nH]c(=O)n(CCCC(=O)N(C)Cc3ccccc3)c(=O)c2cc1OCC	3	-9	-9	2	4	-2.7	106	-0.5	101
Cc1ccc(C(=O)Nc2cccc(NC(=O)CN3CCCCC3)c2)cc1	0	18	-8	-3	25	-0.6	96	-1.4	98
CCOC(=O)c1[nH]c(C)c(C(=O)NC2CCCC2)c1C	-1	-1	3	0	-2	0.0	100	-0.4	99
COc1ccc(/C=C2\CCn3c2nc2cc(C(=O)O)ccc2c3=O)cc1	4	17	15	-11	-7	1.3	101	0.4	102
COc1cccc(NS(=O)(=O)c2cc(C)ccc2OC)c1	0	-1	9	-4	4	6.5	98	0.9	97
COc1ccc(/C(C)=N/NC(=O)CN(c2ccc(OC)cc2)S(=O)(=O)c2ccccc2)cc1	1	12	-1	1	33	1.9	98	-0.5	98
CCNS(=O)(=O)c1c(C)cc(N2CCCC2=O)cc1C	-5	-2	-6	-6	9	2.3	88	1.9	92
CC(C)Cc1cc(C(=O)NCc2cccnc2)no1	1	-5	-7	/	7	-0.1	100	0.0	101
COc1ccc(CNC(=O)c2cc(-c3cc(C)cc(C)c3O)n[nH]2)cc1	19	-2	6	-1	24	0.2	108	0.8	109
CCCCN1C(=O)N(C)C2NC(=S)NC21 (configuration not stated)	3	4	1	-4	4	0.2	100	-1.7	97
Cc1ccc(C2C3CN(C(C)C)CC=C3C(C#N)=C(N)C2(C#N)C#N)cc1 (configuration not stated)	/	14	/	-1	24	5.3	/	6.9	/
COc1cccc(N2CCN(c3ncccn3)CC2)c1	2	2	-7	1	30	0.5	101	-1.0	102
O=Cc1ccc(Oc2cc(-c3ccccc3)nc(-c3ccccc3)n2)cc1	3	10	-8	-8	-11	-1.8	112	1.1	103

Rows are unselected (roughly 5.4% active in at least one column).
